CHRM5 PAM: positive allosteric modulators of human muscarinic M5 receptor; P08912; CHO-K1 hM5, Fluo-8 calcium, ACh EC20 PAM; 0% = ACh EC20, 100% = ACh EC100; activation, % at 3 µM; 360,000 tested, 0.3% active;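 active means activation above the run cutoff, the mean activation of all test compounds plus 3 SD, cut at about 18% in these data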
Target sequence (P08912 whole entry, looked up): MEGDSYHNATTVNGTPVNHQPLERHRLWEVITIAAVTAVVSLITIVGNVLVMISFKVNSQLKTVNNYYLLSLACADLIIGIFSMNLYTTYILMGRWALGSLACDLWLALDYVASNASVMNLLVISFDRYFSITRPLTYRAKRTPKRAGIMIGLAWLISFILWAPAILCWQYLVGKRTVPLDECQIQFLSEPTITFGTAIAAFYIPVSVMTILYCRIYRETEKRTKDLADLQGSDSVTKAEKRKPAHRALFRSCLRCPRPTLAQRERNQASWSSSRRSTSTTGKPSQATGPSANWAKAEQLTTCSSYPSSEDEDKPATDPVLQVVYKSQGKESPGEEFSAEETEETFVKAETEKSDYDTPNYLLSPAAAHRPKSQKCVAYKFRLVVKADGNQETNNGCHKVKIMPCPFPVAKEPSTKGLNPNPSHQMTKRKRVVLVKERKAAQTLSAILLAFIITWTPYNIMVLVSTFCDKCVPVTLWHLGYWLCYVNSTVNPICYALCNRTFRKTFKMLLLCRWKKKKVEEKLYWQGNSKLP
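Assay system: CHO-K1 hM5 cells / Incubation: Fluo-8 loading 80 min at 37 °C plus 30 min room temperature / Technique: Fluo-8 calcium dye fluorescence, kinetic read / Repeats: single replicate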
M1 ag parental: counter-screen for M1 agonists: effect in parental CHO-K1 cells. Fluo-8 calcium fluorescence; scaled to maximal ATP response, vehicle zero. activation, % at 3 µM. 360,000 tested, 0.48% active. AID 602248; in the data active means activation above about 15%;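 further: untransfected CHO-K1 host cells lacking M1 receptor as counterscreen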
M5 ag: agonists of human muscarinic M5 receptor (CHRM5). activation, % at 3 µM. CHO-K1 hM5 cells, Fluo-8 calcium fluorescence; 0% DMSO wells, 100% maximal acetylcholine response. AID 624037. 360,000 tested, 0.19% active;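 active means activation above the run's mean over test compounds plus 3 SD, cut at about 23% in these data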;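 further: signal is peak over basal fluorescence ratio across the kinetic read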
M4 antag: antagonists of human muscarinic M4 receptor (CHRM4); CHO-hM4 cells, ACh EC80, Fluo-8 calcium fluorescence; inhibition, % at 3 µM; 360,000 tested, 0.73% active;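 active means inhibition above its plate's cutoff, the mean inhibition of sample wells plus 3 SD, cut at about 27% in these data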;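 further: 0% = acetylcholine EC80 with DMSO and 100% = DMSO without agonist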
Target sequence (P08173 whole entry, looked up): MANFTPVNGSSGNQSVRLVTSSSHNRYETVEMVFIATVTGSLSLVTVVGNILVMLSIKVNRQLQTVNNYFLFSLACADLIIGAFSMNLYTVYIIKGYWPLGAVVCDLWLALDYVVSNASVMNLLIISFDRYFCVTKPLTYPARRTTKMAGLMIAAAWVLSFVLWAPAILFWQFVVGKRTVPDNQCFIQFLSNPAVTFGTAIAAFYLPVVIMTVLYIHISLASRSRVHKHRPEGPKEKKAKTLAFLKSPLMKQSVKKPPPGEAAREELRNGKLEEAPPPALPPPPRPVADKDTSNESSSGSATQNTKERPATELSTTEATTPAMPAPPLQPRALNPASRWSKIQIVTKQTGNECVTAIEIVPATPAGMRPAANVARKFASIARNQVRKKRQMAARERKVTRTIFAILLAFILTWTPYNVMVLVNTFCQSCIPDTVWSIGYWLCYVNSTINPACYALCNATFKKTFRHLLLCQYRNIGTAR
CHRM5 antagonist: blocks acetylcholine activation of human M5 receptor. P08912. CHO-hM5 cells, Fluo-8 calcium fluorescence, ACh EC80. inhibition, % at 3 µM. 360,000 tested, 0.59% active. AID 624040;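 active means inhibition above a per-plate cutoff, the mean of that plate's test compounds plus 3 SD, cut at about 27% in these data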;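 further: 0% = acetylcholine EC80 with DMSO and 100% = DMSO without agonist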
CHO-K1 Ca PAM: M1 PAM counterscreen hit in parental CHO-K1 cells; 360,000 tested, 0.02% active; activation, % at 3 µM; ATP EC20, Fluo-8 calcium fluorescence; 0% at ATP EC20, 100% at ATP max; AID 602247;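 active means activation above the run cutoff, the mean activation of all test compounds plus 3 SD, cut at about 40% in these data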;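 further: peak over basal fluorescence ratio in a 140 s read after ATP addition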
CHRM4 agonist: agonists of human muscarinic M4 receptor (CHRM4) | activation, % at 3 µM | P08173 | 360,000 tested, 0.14% active | CHO-K1 hM4/Gqi5, Fluo-8 calcium fluorescence; vehicle 0%, full acetylcholine response 100%;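 active means activation above the run mean over all test wells plus 3 SD, cut at about 32% in these data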;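 further: peak over basal fluorescence ratio per well then scaled between controls; 0% = DMSO wells and 100% = acetylcholine at EC100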
CHRM4 PAM: positive allosteric modulators of human muscarinic M4 receptor. P08173. CHO-K1 hM4/Gqi5, Fluo-8 calcium fluorescence, ACh EC20; 0% = ACh EC20, 100% = maximal ACh. activation, % at 3 µM. 360,000 tested, 0.4% active. AID 624126;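 active means activation above its plate's cutoff, the mean activation of sample wells plus 3 SD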; further: some results filed as inactive read as strong as hits
CHO-K1 Ca antag: nonselective inhibitor or artifact in parental CHO-K1 cells. ATP-induced calcium, Fluo-8 fluorescence. 360,000 tested, 0.6% active. inhibition, % at 3 µM;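 active means inhibition above a per-plate cutoff, the plate's mean sample inhibition plus 3 SD, cut at about 24% in these data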;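 further: 0% = DMSO plus EC80 ATP and 100% = DMSO alone without ATP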
An asterisk follows results filed as active. Outcome played no part in choosing rows; 2.7% or so of the library scored in one or more.

How did O=C(O)C1CCN(C(=O)CCN2C(=O)S/C(=C\c3ccccc3)C2=O)CC1 do in these assays?
CHRM5 PAM: -2; M1 ag parental: 3.8; M5 ag: -1; M4 antag: -2; CHRM5 antagonist: 1; CHO-K1 Ca PAM: 5; CHRM4 agonist: 11; CHRM4 PAM: -2; CHO-K1 Ca antag: -8

Results for CCn1c(SCC(=O)OC2CCCCC2)nc2ccccc2c1=O ?
CHRM5 PAM: 1; M1 ag parental: -0.2; M5 ag: 4; M4 antag: -2; CHRM5 antagonist: 7; CHO-K1 Ca PAM: -11; CHRM4 agonist: -2; CHRM4 PAM: 2; CHO-K1 Ca antag: 13

Results for CCCc1nc(SCC(=O)N2CCC(C)CC2)c2c(=O)n(C)c(=O)n(C)c2n1 ?
CHRM5 PAM: -9; M1 ag parental: 2.4; M5 ag: -1; M4 antag: 17; CHRM5 antagonist: 15; CHO-K1 Ca PAM: -19; CHRM4 agonist: 6; CHRM4 PAM: -21; CHO-K1 Ca antag: 10

What do the screens show for `COc1ccc(Nc2nc(N)c(C(=O)c3ccc(OC)cc3)s2)cc1`?
CHRM5 PAM: 6; M1 ag parental: 0.3; M5 ag: 7; M4 antag: -12; CHRM5 antagonist: 3; CHO-K1 Ca PAM: 22; CHRM4 agonist: 3; CHRM4 PAM: 12; CHO-K1 Ca antag: -13

What do the screens show for `O=C(Nc1ccc(-c2csc(Nc3cccc(C(F)(F)F)c3)n2)cc1)c1cccc(C(F)(F)F)c1`?
CHRM5 PAM: 1; M1 ag parental: 0.6; M5 ag: 2; M4 antag: -2; CHRM5 antagonist: 12; CHO-K1 Ca PAM: 11; CHRM4 agonist: 1; CHRM4 PAM: 5; CHO-K1 Ca antag: -8

Results for O=C(NNC(=O)c1ccc(Br)cc1)c1ccncc1 ?
CHRM5 PAM: -2; M1 ag parental: 0.6; M5 ag: -1; M4 antag: 9; CHRM5 antagonist: -1; CHO-K1 Ca PAM: 11; CHRM4 agonist: 1; CHRM4 PAM: 3; CHO-K1 Ca antag: -15

What do the screens show for `c1ccc(OCCSc2nc3ccccc3[nH]2)cc1`?
CHRM5 PAM: -7; M1 ag parental: 1.0; M5 ag: -2; M4 antag: -1; CHRM5 antagonist: 7; CHO-K1 Ca PAM: 10; CHRM4 agonist: 3; CHRM4 PAM: 2; CHO-K1 Ca antag: -5

Results for COc1ccc(C/C(O)=C(\C#N)c2nc3ccccc3[nH]2)cc1OC ?
CHRM5 PAM: 2; M1 ag parental: -0.2; M5 ag: -2; M4 antag: 2; CHRM5 antagonist: -3; CHO-K1 Ca PAM: 10; CHRM4 agonist: 0; CHRM4 PAM: 6; CHO-K1 Ca antag: -11

What do the screens show for `Nn1c(COc2ccccc2)nnc1SCC(=O)O`?
CHRM5 PAM: 6; M1 ag parental: -0.3; M5 ag: -6; M4 antag: -8; CHRM5 antagonist: -10; CHO-K1 Ca PAM: 19; CHRM4 agonist: 0; CHRM4 PAM: 8; CHO-K1 Ca antag: -10

How did COc1ccccc1CNC(=O)c1c(N)n(CCCN2CCOCC2)c2nc3ccccc3nc12 do in these assays?
CHRM5 PAM: -12; M1 ag parental: 8.5; M5 ag: 5; M4 antag: 34*; CHRM5 antagonist: 25; CHO-K1 Ca PAM: 20; CHRM4 agonist: 32; CHRM4 PAM: -10; CHO-K1 Ca antag: -14

How did O=C(NCC1CCCO1)c1ccc(COc2ccccc2Br)cc1 (configuration not stated) do in these assays?
CHRM5 PAM: -10; M1 ag parental: 4.8; M5 ag: -4; M4 antag: -11; CHRM5 antagonist: -2; CHO-K1 Ca PAM: 24; CHRM4 agonist: 5; CHRM4 PAM: 0; CHO-K1 Ca antag: -15

Results for COc1ccc(NC(=O)c2cc(-c3cc(Cl)ccc3C)n[nH]2)c(OC)c1 ?
CHRM5 PAM: -1; M1 ag parental: 0.7; M5 ag: -3; M4 antag: -9; CHRM5 antagonist: 15; CHO-K1 Ca PAM: 21; CHRM4 agonist: 2; CHRM4 PAM: 4; CHO-K1 Ca antag: 1

How did Cc1cc(C)nc(N/N=C/c2ccc3c(c2)OCCO3)n1 do in these assays?
CHRM5 PAM: -5; M1 ag parental: 0.3; M5 ag: -2; M4 antag: 2; CHRM5 antagonist: 4; CHO-K1 Ca PAM: 0; CHRM4 agonist: 1; CHRM4 PAM: -1; CHO-K1 Ca antag: -4

How did COc1ccc(C(=O)N2CCOC2CNC(=O)C(=O)NCc2ccc3c(c2)OCO3)cc1 (configuration not stated) do in these assays?
CHRM5 PAM: 2; M1 ag parental: 0.3; M5 ag: -2; M4 antag: 6; CHRM5 antagonist: 6; CHO-K1 Ca PAM: 15; CHRM4 agonist: 1; CHRM4 PAM: -2; CHO-K1 Ca antag: -7

What do the screens show for `Cc1ccc(NC(=O)c2cc(F)c(F)cc2Cl)nc1`?
CHRM5 PAM: -1; M1 ag parental: 1.1; M5 ag: 0; M4 antag: -9; CHRM5 antagonist: 7; CHO-K1 Ca PAM: 9; CHRM4 agonist: 9; CHRM4 PAM: -4; CHO-K1 Ca antag: -6

What do the screens show for `CCNc1nc(OC)nc(Oc2ccc(C(=O)OC)cc2)n1`?
CHRM5 PAM: 10; M1 ag parental: 0.1; M5 ag: -6; M4 antag: -17; CHRM5 antagonist: -11; CHO-K1 Ca PAM: 15; CHRM4 agonist: 0; CHRM4 PAM: 6; CHO-K1 Ca antag: -10

Results for COc1ccccc1NC(=O)c1ccc(CN(c2cc(Cl)ccc2C)S(=O)(=O)c2ccccc2)cc1 ?
CHRM5 PAM: 0; M1 ag parental: 0.2; M5 ag: 1; M4 antag: 2; CHRM5 antagonist: 1; CHO-K1 Ca PAM: 20; CHRM4 agonist: 2; CHRM4 PAM: 9; CHO-K1 Ca antag: -12

Results for Cc1cccc(CCNC(=O)CCc2c(C)nc3ncnn3c2C)c1 ?
CHRM5 PAM: 8; M1 ag parental: 0.4; M5 ag: -3; M4 antag: -3; CHRM5 antagonist: -3; CHO-K1 Ca PAM: 21; CHRM4 agonist: 1; CHRM4 PAM: 6; CHO-K1 Ca antag: -12

Results for FC(F)C(F)(F)Oc1cccc(Nc2nccn3c(-c4cccc5ccccc45)cnc23)c1 ?
CHRM5 PAM: -5; M1 ag parental: 1.4; M5 ag: -1; M4 antag: 2; CHRM5 antagonist: 6; CHO-K1 Ca PAM: 6; CHRM4 agonist: 1; CHRM4 PAM: -6; CHO-K1 Ca antag: -9

Results for CCOC(=O)N1CCN(C(=O)CSc2ccc(-c3ccc(OC)c(OC)c3)nn2)CC1 ?
CHRM5 PAM: -4; M1 ag parental: 2.2; M5 ag: 4; M4 antag: -1; CHRM5 antagonist: 7; CHO-K1 Ca PAM: 10; CHRM4 agonist: 6; CHRM4 PAM: -3; CHO-K1 Ca antag: -7

As a working copy, part of the list above.
What do the screens show for `Nn1c(COc2ccccc2)nnc1SCC(=O)O`?
CHRM5 PAM: 6; M1 ag parental: -0.3; M5 ag: -6; M4 antag: -8; CHRM5 antagonist: -10; CHO-K1 Ca PAM: 19; CHRM4 agonist: 0; CHRM4 PAM: 8; CHO-K1 Ca antag: -10

How did COc1ccccc1CNC(=O)c1c(N)n(CCCN2CCOCC2)c2nc3ccccc3nc12 do in these assays?
CHRM5 PAM: -12; M1 ag parental: 8.5; M5 ag: 5; M4 antag: 34*; CHRM5 antagonist: 25; CHO-K1 Ca PAM: 20; CHRM4 agonist: 32; CHRM4 PAM: -10; CHO-K1 Ca antag: -14

How did O=C(NCC1CCCO1)c1ccc(COc2ccccc2Br)cc1 (configuration not stated) do in these assays?
CHRM5 PAM: -10; M1 ag parental: 4.8; M5 ag: -4; M4 antag: -11; CHRM5 antagonist: -2; CHO-K1 Ca PAM: 24; CHRM4 agonist: 5; CHRM4 PAM: 0; CHO-K1 Ca antag: -15

Results for COc1ccc(NC(=O)c2cc(-c3cc(Cl)ccc3C)n[nH]2)c(OC)c1 ?
CHRM5 PAM: -1; M1 ag parental: 0.7; M5 ag: -3; M4 antag: -9; CHRM5 antagonist: 15; CHO-K1 Ca PAM: 21; CHRM4 agonist: 2; CHRM4 PAM: 4; CHO-K1 Ca antag: 1

Following part.
Results for Cn1c(N)c(C(=O)COC(=O)C2CCCC2)c(=O)n(C)c1=O ?
CHRM5 PAM: 0; M1 ag parental: 0.2; M5 ag: -1; M4 antag: -9; CHRM5 antagonist: 3; CHO-K1 Ca PAM: 2; CHRM4 agonist: 2; CHRM4 PAM: 10; CHO-K1 Ca antag: -20

Results for CN(C)[C@@H](CO)c1nnc([C@H](CC(=O)O)NC(=O)C2CCNCC2)o1 ?
CHRM5 PAM: 0; M1 ag parental: 0.1; M5 ag: 2; M4 antag: -2; CHRM5 antagonist: 4; CHO-K1 Ca PAM: 14; CHRM4 agonist: 2; CHRM4 PAM: 1; CHO-K1 Ca antag: -1

What do the screens show for `Cc1cc(-c2sccc2C)nc(-n2cccc2)n1`?
CHRM5 PAM: -3; M1 ag parental: -0.5; M5 ag: 0; M4 antag: -14; CHRM5 antagonist: 2; CHO-K1 Ca PAM: 10; CHRM4 agonist: -2; CHRM4 PAM: 14; CHO-K1 Ca antag: 6

What do the screens show for `Cc1ccccc1-c1csc(C(C)(O)c2ccccc2)n1` (configuration not stated)?
CHRM5 PAM: -3; M1 ag parental: 0.3; M5 ag: -2; M4 antag: 4; CHRM5 antagonist: 0; CHO-K1 Ca PAM: 11; CHRM4 agonist: -2; CHRM4 PAM: 0; CHO-K1 Ca antag: 0

How did COCCN1CN=C(NS(=O)(=O)c2ccc(C)cc2)NC1 do in these assays?
CHRM5 PAM: -3; M1 ag parental: -0.5; M5 ag: -2; M4 antag: -22; CHRM5 antagonist: -6; CHO-K1 Ca PAM: -22; CHRM4 agonist: 0; CHRM4 PAM: 4; CHO-K1 Ca antag: 5

What do the screens show for `O=C(Nc1cc2nn(-c3ccccc3)nc2cc1Cl)c1ccco1`?
CHRM5 PAM: -2; M1 ag parental: 0.0; M5 ag: 0; M4 antag: 8; CHRM5 antagonist: 7; CHO-K1 Ca PAM: 0; CHRM4 agonist: 1; CHRM4 PAM: 1; CHO-K1 Ca antag: -4

Results for O=C(c1ccc(Cl)cc1)N1CCCCC(Sc2nnc(-c3ccc4c(c3)OCO4)o2)C1=O (configuration not stated) ?
CHRM5 PAM: 7; M1 ag parental: 0.6; M5 ag: -6; M4 antag: -3; CHRM5 antagonist: -9; CHO-K1 Ca PAM: 9; CHRM4 agonist: 1; CHRM4 PAM: 4; CHO-K1 Ca antag: 2

How did Cc1cc(C)cc(Cn2c3ccc(NC(=O)NCc4ccccc4)cc3c(=O)n2C)c1 do in these assays?
CHRM5 PAM: 2; M1 ag parental: 1.4; M5 ag: 0; M4 antag: -3; CHRM5 antagonist: 3; CHO-K1 Ca PAM: 6; CHRM4 agonist: 2; CHRM4 PAM: -2; CHO-K1 Ca antag: -10

Results for O=C(Nc1cccc2cccnc12)C1CCCC1 ?
CHRM5 PAM: 5; M1 ag parental: 4.0; M5 ag: 0; M4 antag: -6; CHRM5 antagonist: 0; CHO-K1 Ca PAM: 19; CHRM4 agonist: -1; CHRM4 PAM: 23; CHO-K1 Ca antag: 2
